Mot1-301 SUMO: yeast Mot1-301 growth rescue at high temperature, primary screen, SUMOylation pathway inhibitor project, S. cerevisiae, ATP luminescence, 38.5C; S. cerevisiae Mot1-301 growth rescue; percent above DMSO median, 100 means doubled; growth rescue, % at 18.8 µM; 1% of 320,000 active; AID 2716, 2010;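 active = every valid replicate shows activation above 250% relative to neutral control wells; inactive = the rest, any valid replicate at or below 250%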;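 note: OY570 slx delta 5 strain wells were the positive control but not used for scaling; some compounds called inactive have numbers as strong as hits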
AddAB inh: growth inhibition of E. coli expressing H. pylori AddAB, primary screen, AddAB inhibitor project, absorbance; 0.29% of 330,000 active; inhibition, % at 11.9 µM; in the data active = inhibition above about 12%;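 note: 0% = vehicle wells of infected cells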
MOR-DOR inv ag: inverse agonists of MOR-DOR heterodimerization, primary screen, cell-based, luminescence | Mu-type opioid receptor (Homo sapiens) + Delta-type opioid receptor (Homo sapiens), … | cell-based MOR-DOR heterodimer luminescence, inverse agonism | inhibition, % at 9.3 µM | 0.21% of 340,000 active; in the data active = inhibition above about 22%, passing the limit was not always enough;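 note: 0% = cells with DMSO and 100% = wells without cells with DMSO; values of inactives mirror those of a sister screen read the other way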
Target sequence (P35372 whole entry, looked up): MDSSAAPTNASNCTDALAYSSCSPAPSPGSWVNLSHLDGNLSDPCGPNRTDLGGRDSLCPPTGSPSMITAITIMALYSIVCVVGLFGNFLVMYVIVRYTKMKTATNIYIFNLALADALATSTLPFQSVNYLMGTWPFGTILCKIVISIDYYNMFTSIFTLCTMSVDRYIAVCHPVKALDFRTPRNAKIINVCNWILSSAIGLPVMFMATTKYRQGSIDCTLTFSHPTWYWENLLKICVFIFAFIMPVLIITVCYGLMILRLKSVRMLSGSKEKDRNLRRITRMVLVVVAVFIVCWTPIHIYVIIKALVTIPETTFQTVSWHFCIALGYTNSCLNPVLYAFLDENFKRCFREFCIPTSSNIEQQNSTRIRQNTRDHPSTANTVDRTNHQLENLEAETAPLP
Target sequence (P41143 whole entry, looked up): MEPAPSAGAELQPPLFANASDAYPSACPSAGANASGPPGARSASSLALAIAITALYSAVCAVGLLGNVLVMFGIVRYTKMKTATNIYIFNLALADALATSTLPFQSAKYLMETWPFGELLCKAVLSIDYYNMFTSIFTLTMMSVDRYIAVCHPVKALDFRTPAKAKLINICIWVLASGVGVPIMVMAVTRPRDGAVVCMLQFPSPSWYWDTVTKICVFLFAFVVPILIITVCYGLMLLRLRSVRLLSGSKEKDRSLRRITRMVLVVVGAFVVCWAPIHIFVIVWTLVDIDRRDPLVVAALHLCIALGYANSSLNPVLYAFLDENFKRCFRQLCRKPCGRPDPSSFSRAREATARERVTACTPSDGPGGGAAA
PfHsp90 set2: growth inhibition of PfHsp90-expressing yeast, primary screen, antimalarial PfHsp90 inhibitor project, S. cerevisiae, BacTiter-Glo luminescence, single point, set 2. BacTiter-Glo ATP, 48 h; yeast lacking PDR1 and PDR3 efflux regulators. inhibition, % at 9.4 µM. 0.32% of 310,000 active. AID 504621, 2011;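 active = every replicate shows inhibition above about 80%, whatever the replicate mean, limit read from the data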;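 note: 0% = DMSO neutral controls and 100% = 20 µM radicicol positive controls; yeast relying on Plasmodium falciparum Hsp90 in place of its own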
HTR5A ag: HTR5A agonists in luminescence cell assay, primary screen, counter-screen for OPRM1-OPRD1 heterodimer agonist project, full-deck HTS. 0.61% of 340,000 active. 5-hydroxytryptamine receptor 5A (Homo sapiens), P47898. cell-based. activation, % at 9.3 µM; in the data active = activation mostly above about 9.5%, no sharp cut-off; inactive = mostly below about 7.6%;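 note: 0% = cells with vehicle only and 100% = reference agonist; strong numbers were not always called active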
HTR5A inv ctr: HTR5A inverse agonists in luminescence cell assay, primary screen, counter-screen for OPRM1-OPRD1 heterodimer inverse agonist project, full-deck HTS | HTR5A cell line, inverse agonism | inhibition, % at 9.3 µM | 0.083% of 340,000 active; in the data active = inhibition mostly above about 23%, no sharp cut-off; inactive = mostly below about 18%;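 note: 0% = cells with DMSO and 100% = no-cell wells with DMSO; some compounds called inactive have numbers as strong as hits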
PKA-R1A act: activators of PKA-R1A holoenzyme, primary screen, biochemical, fluorescence polarization, Cy5-IP20, bovine R1A, mouse PKAc; cAMP-dependent protein kinase type I-alpha regulatory subunit (Bos taurus) + …; PKA-R1A dissociation; scaled: DMSO 0%, 113 µM cGMP 100%; activation, % at 11.4 µM; 0.083% of 340,000 active; AID 504707, 2011;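 active = percent activation above the mean of all tested compounds plus 3 SD, cut at about 19% in these data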;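 note: higher means more PKAc released from R1A so a rise in polarization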
phage Ecoli inh: growth loss of phage-infected E. coli, primary screen, RecBCD inhibitor project, absorbance, with phage, HTS; inhibition, % at 11.9 µM; 0.26% of 360,000 active; in the data active = inhibition above about 11%
Pemphigus Ab inh: inhibitors of pemphigus antibody binding to DSG3, primary screen, biochemical, bead-based, flow cytometry, scFv-GFP; Desmoglein-3 (Homo sapiens), P32926; DSG3-coupled beads, scFv-anti-DSG3-GFP binding; hits give low values; binding (percent of control), % at 10 µM; 0.48% of 310,000 active; AID 588358, 2011;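 active = binding more than 3 SD below its plate's average and above zero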;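 note: hits lower antibody fragment binding to DSG3; some compounds called inactive have numbers as strong as hits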
MOR-DOR ag: agonists of OPRM1-OPRD1 heterodimerization, primary screen, cell-based, luminescence; 0.3% of 340,000 active; cells; AID 504326, 2011; activation, % at 9.3 µM; Mu-type opioid receptor (Homo sapiens) + Delta-type opioid receptor (Homo sapiens), …; in the data active = activation above about 18%;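 note: 0% = vehicle-treated cells and 100% = reference agonist; values of inactives mirror those of a sister screen read the other way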
E coli growth: E. coli V3065 growth inhibition, primary screen, counter-screen for AddAB inhibitor project, absorbance, OD600; inhibition, % at 11.9 µM; 0.27% of 330,000 active; 18 h;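 active = inhibition above the campaign's mean inhibition across all tested compounds plus 3 SD, cut at about 9.9% in these data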;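 note: uninfected addAB+ strain grown without phage in ampicillin broth; 0% = DMSO wells and 100% = ciprofloxacin 0.95 µg/ml wells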
Starred values were filed as active, the others as inactive; i = inactive; / = not tested or not shown. Compounds as they come; any-hit rate near 3.2%.

SMILES	Mot1-301 SUMO	AddAB inh	MOR-DOR inv ag	PfHsp90 set2	HTR5A ag	HTR5A inv ctr	PKA-R1A act	phage Ecoli inh	Pemphigus Ab inh	MOR-DOR ag	E coli growth
O=C(Cc1ccc(F)cc1)N1CCN(c2ccc(F)cc2)CC1	-17	2.3	8	-24	6	-17	0	6.4	115	-1.5	-1.5
N#Cc1ccccc1-n1c(N)c(C(=O)N2CCCC2)sc1=S	-1	2.8	13	5	3	19	5	1.8	96	-2.3	0.7
CCOC(=O)c1[nH]c(C(=O)O)c(CCN(CC)CC)c1C	-6	5.7	-3	/	5	-11	4	0.5	100	0.4	-3.9
COc1ccc(NC(=O)Nc2ccccc2OC)cc1	92	2.6	3	8	-4	11	-5	3.4	119	-0.5	3.4
O=C(NCCO)c1nc2ccccc2s1	5	0.3	14	0	2	-3	-4	0.1	94	-2.5	1.2
Cc1cc(C)c2oc(C(=O)Nc3ccc(S(=O)(=O)N4CCCC(C)C4)cc3)cc(=O)c2c1 (stereo unspecified)	0	-1.0	-15	11	5	-5	1	3.7	108	2.1	-0.8
Cc1cn(C2C=CC(CO)O2)c(=O)[nH]c1=O (stereo unspecified)	-4	21*	-3	22	0	1	6	20*	/	0.4	8.8
Cc1ccc(NC(=O)c2ccc(CSc3nnc(C)s3)cc2)c(C)c1	/	-0.2	11	-5	6	-8	-5	3.1	105	-2.0	2.6
Cc1ccc(NC(=O)CN(C)C(=O)c2sc3cc(Cl)ccc3c2Cl)cc1	-5	0.1	-25	5	-4	-14	5	6.3	110	3.9	-0.8
Cc1[nH]nc(SCC(=O)NC2CCCC2)c1[N+](=O)[O-]	26	-1.0	15	2	0	-8	-1	-0.1	100	-2.7	0.0
COc1ccc(S(=O)(=O)N(C)CC(=O)O)c2ccccc12	-2	0.2	7	22	2	-3	6	-2.2	102	-1.2	1.6
COc1cc(CN2CCCC(C(=O)Nc3cccc(-n4cccn4)c3)C2)ccc1F (stereo unspecified)	-4	0.8	6	1	1	4	7	5.1	110	-1.2	1.5
C=CCNC(=O)c1onc(CS(=O)(=O)c2cc(C)cc(C)c2)c1C(=O)NCC=C	270	1.3	-6	-2	-5	12	-8	0.7	105	1.1	-0.9
N/C(=N\OC(=O)COc1ccc(Cl)cc1Cl)c1ccccn1	/	3.0	-10	/	1	-2	-3	6.0	89	1.4	0.8
Cn1nnnc1SCc1cc(=O)n2ccsc2n1	3	-0.2	11	4	1	-2	8	0.5	96	-2.0	1.4
CC(C)(C)NC(=O)Cn1nnc(-c2ccccc2Cl)n1	158	1.3	4	29	1	-5	2	0.0	100	-0.7	-1.2
Cc1ccc(C(c2sc3ncnn3c2O)N2CC(C)CC(C)C2)cc1 (stereo unspecified)	-6	2.2	1	-19	3	0	-7	2.7	68	-0.1	1.3
CCn1c(/C=C/N(C(C)=O)c2ccccc2)[n+](CC)c2ccc(Cl)cc21	-21	3.9	14	24	4	23	-5	2.3	111	-2.7	2.2
NC(=O)CSc1nccn1Cc1ccc2c(c1)OCO2	3	0.7	-2	-9	1	-3	12	1.7	97	0.3	1.1
COc1ccc(N(C(=O)C2CSC(=O)C2)C(C(=O)NC(C)(C)C)c2ccncc2)cc1 (stereo unspecified)	-5	1.3	12	4	3	-51	-5	4.1	99	-2.4	0.7

Some of these compounds in order of SMILES length, falling.
SMILES	Mot1-301 SUMO	AddAB inh	MOR-DOR inv ag	PfHsp90 set2	HTR5A ag	HTR5A inv ctr	PKA-R1A act	phage Ecoli inh	Pemphigus Ab inh	MOR-DOR ag	E coli growth
COc1ccc(N(C(=O)C2CSC(=O)C2)C(C(=O)NC(C)(C)C)c2ccncc2)cc1 (stereo unspecified)	-5	1.3	12	4	3	-51	-5	4.1	99	-2.4	0.7
CCn1c(/C=C/N(C(C)=O)c2ccccc2)[n+](CC)c2ccc(Cl)cc21	-21	3.9	14	24	4	23	-5	2.3	111	-2.7	2.2
COc1cc(CN2CCCC(C(=O)Nc3cccc(-n4cccn4)c3)C2)ccc1F (stereo unspecified)	-4	0.8	6	1	1	4	7	5.1	110	-1.2	1.5
CCOC(=O)c1[nH]c(C(=O)O)c(CCN(CC)CC)c1C	-6	5.7	-3	/	5	-11	4	0.5	100	0.4	-3.9
COc1ccc(NC(=O)Nc2ccccc2OC)cc1	92	2.6	3	8	-4	11	-5	3.4	119	-0.5	3.4

The listing continues:
SMILES	Mot1-301 SUMO	AddAB inh	MOR-DOR inv ag	PfHsp90 set2	HTR5A ag	HTR5A inv ctr	PKA-R1A act	phage Ecoli inh	Pemphigus Ab inh	MOR-DOR ag	E coli growth
CC(C)N(C(=O)Cn1c(Cl)nc2ccccc21)C(C)C	103	6.8	/	/	/	/	-5	1.6	119	/	0.2
COc1ccc(-c2cc(C(=O)Nc3ccccc3N3CCOCC3)c3ccccc3n2)cc1OC	3	-1.5	-10	-20	4	-11	-4	-0.1	97	2.0	-0.4
COc1ccc(S(=O)(=O)Nc2cccc(S(=O)(=O)N(C)C)c2)cc1[N+](=O)[O-]	/	/	-2	-7	2	-8	-13	-2.4	97	0.5	/
COc1ccc(OC)c2sc(NC(=O)C3=COCCO3)nc12	-16	-1.2	6	2	0	-15	13	1.0	105	-0.9	0.3
C[C@H](CO)N1C[C@H](C)[C@@H](CN(C)CC2CC2)Oc2c(NS(=O)(=O)c3ccc(F)cc3)cccc2C1=O	/	5.5	4	3	-2	7	-1	4.0	103	-0.9	0.5
C=CCNC(=S)NNC(=O)c1csc(CC)c1	6	0.2	8	9	-1	-7	-4	2.2	120	-1.4	-1.2
C/C(N)=C(/C#N)C(=O)CSc1nn(-c2ccc(Cl)cc2)c(=S)s1	190	1.4	-12	1	3	-8	-3	1.7	105	2.3	1.4
Cc1cc(C)nc(SCCCn2c(=O)[nH]c3ccccc32)n1	5	1.2	5	-16	-2	4	-9	2.1	97	-1.0	2.7
CC(NC(=O)c1ccc(F)cc1)c1ccc2c(c1)CCCC2 (stereo unspecified)	11	0.6	-18	1	2	-24	2	2.4	111	3.2	2.0
CC1(C)CC(=O)c2c(nc3ccccc3c2N)C1	174	2.5	3	4	4	-12	4	2.6	112	-0.6	0.3
CNC[C@H](CC1CCCCC1)NC[C@H](Cc1ccccc1)NCCC12CC3CC(CC(C3)C1)C2	-71	1.6	i	0	0	-60	2	2.4	110	95*	-1.9
O=C(CCc1ccccc1)Nc1ccnn1C1CCN(Cc2ncc[nH]2)CC1	3	2.6	5	-1	0	1	-7	0.7	104	-1.0	2.8
CCOc1cc([N+](=O)[O-])cc2c1C(=O)Nc1ccccc1O2	-7	4.4	-19	24	-2	31	-7	5.0	145	2.7	1.5
O=C(CSc1nccn1-c1ccccc1)c1ccc(Br)cc1	-3	3.8	-30	8	-1	0	-7	-0.3	113	7.1	-0.7
Cc1ccc(-c2nnc(Nc3ccc(C(N)=O)cc3)c3ccccc23)cc1S(=O)(=O)NCC1CCCO1 (stereo unspecified)	2	4.3	4	-8	0	10	-10	2.2	97	-0.7	-0.5
COc1ccc(NS(=O)(=O)c2ccc(NC(=O)C(CCSC)NC(N)=O)cc2)cc1 (stereo unspecified)	-15	2.0	9	-8	1	-18	-1	2.0	102	-1.7	0.3
CCc1ccccc1N(CC(=O)N1CCc2ccccc2C1)S(C)(=O)=O	3	3.1	-2	-1	-1	4	-6	-3.7	120	0.3	-0.2
C=CCc1cc(C=O)cc(OC)c1OCc1ccc(Cl)cc1	-3	0.8	-29	29	5	-16	9	1.5	104	6.4	0.2
O=C(CN1C(=O)C2CCCCC2C1=O)OCn1nnc2ccccc2c1=O (stereo unspecified)	10	-0.3	22	8	3	17	-5	1.8	86	-4.4	-2.0
O=C(NCC(c1cccs1)N1CCOCC1)c1ccccc1NS(=O)(=O)c1cc([N+](=O)[O-])ccc1Cl (stereo unspecified)	504*	0.3	-20	22	-2	5	3	2.8	105	2.8	-3.2
Cc1nonc1NC(=O)Nc1cccnc1	37	3.1	-1	/	10	-26	-11	1.1	/	0.2	-1.7
CC(C)(C)c1ccccc1NC(=O)c1ccc2c(c1)SC1=NS(=O)(=O)CCN12	3	-2.6	-13	29	9	-9	-3	4.5	94	2.4	0.4
CC(=O)Nc1ccc(S(=O)(=O)N2CCN=C2SCc2ccc(C)cc2)cc1	-13	-0.9	-2	-8	4	18	-2	1.1	86	0.4	-0.9
O=C(c1ccc(Cl)cc1)C1CCCN(Cc2ccc(Oc3ncccn3)cc2)C1 (stereo unspecified)	-12	3.3	-9	-4	5	8	-4	3.1	96	1.7	1.1
COc1ccc(C(=S)N2CCOCC2)cc1OC(=O)c1ccc([N+](=O)[O-])cc1[N+](=O)[O-]	12	1.1	-60	2	3	-10	-3	0.5	158	7.4	1.3
COC(=O)C1=C(CS(=O)(=O)c2ccccc2)NC(=O)NC1c1ccccc1 (stereo unspecified)	14	2.7	17	-8	-3	-11	0	4.1	/	-3.2	-0.8
COc1ccc(/C=N/NC(=O)c2cccnc2)cc1	59	-0.2	9	9	1	-3	6	1.0	/	-1.9	0.6
CCN(CC)S(=O)(=O)c1cc(NC(=O)C(C)N2CCN(Cc3ccc4c(c3)OCO4)CC2)ccc1C (stereo unspecified)	10	-1.2	-7	-18	-1	6	-3	3.4	129	1.2	-1.4
O=C(CN1CCN(c2ncccn2)CC1)NCc1ccccc1	15	3.9	4	-3	-1	1	7	1.7	101	-0.6	-0.9
CCCc1cc(=O)[nH]c(SCC(=O)c2cc(C)n(CC3CCCO3)c2C)n1 (stereo unspecified)	-5	-0.5	6	-4	-5	11	0	1.5	97	-1.5	-2.6
Cc1nc2nc(C)c(NS(=O)(=O)c3ccc(C4CCCCC4)cc3)c(=O)n2[nH]1	-3	2.8	12	16	4	-11	-8	3.3	/	-2.3	-1.8

An excerpt from above in order of their number in MOR-DOR ag, descending.
Structure	MOR-DOR ag
CCN(CC)S(=O)(=O)c1cc(NC(=O)C(C)N2CCN(Cc3ccc4c(c3)OCO4)CC2)ccc1C (stereo unspecified)	1.2
CC(=O)Nc1ccc(S(=O)(=O)N2CCN=C2SCc2ccc(C)cc2)cc1	0.4
COc1ccc(/C=N/NC(=O)c2cccnc2)cc1	-1.9

Compound activity as filed in PubChem BioAssay.
